From PubChem
RGS8-Gao reg: RGS8-Galphao binding modulators, primary screen, biochemical, multiplexed bead flow cytometry; Guanine nucleotide-binding protein G(o) subunit alpha (Homo sapiens), P09471; response (percent of control binding), % at 10 µM; hit rate 0.34% among 220,000; actives lie on both sides; in the data active means response below about 60% or above about 140%; inactive means in between;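 further: Galphao activated as the GDP aluminium fluoride complex binding bead-coupled RGS8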
Target sequence (P09471 whole entry, looked up): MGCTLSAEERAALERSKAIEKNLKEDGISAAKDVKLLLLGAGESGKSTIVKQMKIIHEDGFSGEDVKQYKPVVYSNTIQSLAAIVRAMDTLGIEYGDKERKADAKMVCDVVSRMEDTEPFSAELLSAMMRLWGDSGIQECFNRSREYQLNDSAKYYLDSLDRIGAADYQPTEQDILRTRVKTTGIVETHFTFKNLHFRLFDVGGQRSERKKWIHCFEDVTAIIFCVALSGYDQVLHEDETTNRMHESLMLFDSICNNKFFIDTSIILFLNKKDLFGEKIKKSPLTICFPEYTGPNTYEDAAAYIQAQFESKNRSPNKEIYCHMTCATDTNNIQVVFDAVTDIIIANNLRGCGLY
Mcl1 Noxa PPI: Mcl-1/Noxa binding inhibitors, primary screen, biochemical, TR-FRET, 1536-well | TR-FRET Mcl-1/Noxa peptide binding, 2 h | Induced myeloid leukemia cell differentiation protein Mcl-1 (Homo sapiens), Q07820 | hit rate 1.5% among 220,000 | AID 1022, 2008 | inhibition, % at 21.7 µM;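 active means compounds that cut the protein-peptide binding signal by more than 50% relative to plate controls in a single-dose test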;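 further: His-tagged Mcl-1 with rhodamine Noxa BH3 peptide and terbium anti-His antibody; 0% = Mcl-1 plus Noxa peptide wells and 100% = peptide-only wells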
Target sequence (Q07820 whole entry, looked up): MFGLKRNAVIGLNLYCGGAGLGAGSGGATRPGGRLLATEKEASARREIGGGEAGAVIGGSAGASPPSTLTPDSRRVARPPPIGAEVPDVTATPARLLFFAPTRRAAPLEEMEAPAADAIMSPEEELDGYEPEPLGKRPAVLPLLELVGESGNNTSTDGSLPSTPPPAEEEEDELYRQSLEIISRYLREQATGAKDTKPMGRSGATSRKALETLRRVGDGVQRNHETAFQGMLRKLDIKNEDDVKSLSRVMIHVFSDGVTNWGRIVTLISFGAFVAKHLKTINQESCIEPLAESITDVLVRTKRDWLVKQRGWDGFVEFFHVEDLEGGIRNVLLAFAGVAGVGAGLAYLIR
HRas wt GTP bind: modulators of GTP binding to HRas wildtype, primary screen, biochemical, bead-based flow cytometry, multiplex | GTPase HRas (Homo sapiens), P01112 | GST-Ras wt beads, Bodipy-FL-GTP binding; actives lie on both sides | GTP binding activity, % at 10 µM | hit rate 0.14% among 190,000;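 active means GTP binding activity at least 20% away from the 100% baseline, either lowered as inhibitor or raised as activator; inconclusive means flagged as likely green fluorescent, judged across all proteins in the well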;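 further: 0% = unlabeled GTP competition control and 100% = no-compound control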
Target sequence (P01112 whole entry, looked up): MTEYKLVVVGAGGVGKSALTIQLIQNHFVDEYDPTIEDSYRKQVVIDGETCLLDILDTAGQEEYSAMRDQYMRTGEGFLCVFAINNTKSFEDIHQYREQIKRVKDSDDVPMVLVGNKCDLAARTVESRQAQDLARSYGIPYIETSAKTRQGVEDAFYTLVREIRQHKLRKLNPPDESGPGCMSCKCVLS
Cdc42 wt: modulators of GTP binding to wildtype Cdc42, primary screen, biochemical, multiplex bead flow cytometry, Bodipy-GTP; Cell division control protein 42 homolog (Homo sapiens), P60953; hit rate 0.2% among 190,000; percent activity (GTP binding), % at 10 µM; GST-Cdc42 beads; actives lie on both sides;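 active means percent activity GTP binding at least 20 points away from the 100% baseline, either down as inhibitor or up as activator; inconclusive means compound flagged as likely green fluorescent from well-wide comparison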;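 further: median bead fluorescence of bound Bodipy-FL-GTP at 100 nM; 0% = excess unlabeled GTP control and 100% = no compound control; below 100% means less GTP binding so inhibitor and above means activator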
Target sequence (P60953 whole entry, looked up): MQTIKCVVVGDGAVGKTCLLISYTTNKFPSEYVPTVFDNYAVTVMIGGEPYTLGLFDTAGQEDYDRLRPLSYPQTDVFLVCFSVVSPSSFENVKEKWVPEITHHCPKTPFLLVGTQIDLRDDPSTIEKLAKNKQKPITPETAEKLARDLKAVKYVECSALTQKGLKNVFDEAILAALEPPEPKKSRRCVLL
Bim-Mcl-1: inhibitors of Bim peptide binding to Mcl-1, primary screen, biochemical, bead-based flow cytometry, multiplex; Induced myeloid leukemia cell differentiation protein Mcl-1 (Homo sapiens), Q07820; Bim peptide-Mcl-1 binding; inhibition, % at 10 µM; hit rate 0.1% among 190,000; in the data active means inhibition above about 40%;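 further: 0% = no compound tracer wells and 100% = peptide blocker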
Rab2 wt GTP: modulators of GTP binding to Rab2A wildtype, primary screen, biochemical, dog, bead-based flow cytometry, multiplex; AID 760, 2007; hit rate 0.19% among 190,000; GTP binding activity, % at 10 µM; GST-Rab2 wt beads, Bodipy-GTP binding; Ras-related protein Rab-2A (Canis lupus familiaris), P61105;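 active means GTP binding activity at least 20 points away from 100%, either lowered or raised; inconclusive means signal likely due to the compound's own green fluorescence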;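 further: 0% = beads with excess unlabeled GTP and 100% = no-compound control corrected for plate trend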
Rac1 act GTP bind: GTP binding modulators of activated mutant Rac1, primary screen, biochemical, bead-based flow cytometry, multiplex, fluorescent GTP. Ras-related C3 botulinum toxin substrate 1 (Homo sapiens), P63000. GST-Rac1 activated beads; actives lie on both sides; 100% means binding = to untreated wells. percent activity (GTP binding), % at 10 µM. hit rate 0.11% among 190,000;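 active means GTP binding at least 20 percentage points away from the 100% baseline, in either direction, so actives lie on both sides; inconclusive means Compound likely fluorescent itself, or too few beads counted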
Rac1 wt modul: wildtype Rac1 GTP binding modulators, primary screen, biochemical, GST-Rac1 beads, flow cytometry, multiplex | hit rate 0.27% among 190,000 | Ras-related C3 botulinum toxin substrate 1 (Homo sapiens), P63000 | AID 757, 2007 | GTP binding activity (% of control), % at 10 µM | fluorescent GTP binding; actives lie on both sides; 0 = cold GTP competed, 100 = untreated;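 active means GTP binding activity at least 20 points away from the 100% control level, either lower or higher; inconclusive means compound flagged as likely green fluorescent, judged across all proteins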
Rab7 wt modul: modulators of GTP binding to Rab7, primary screen, biochemical, wildtype, multiplex bead flow cytometry; hit rate 0.055% among 190,000; GTP binding activity (percent of control), % at 10 µM; AID 758, 2007; Rab7 GTPase wild type (dog), Bodipy-FL-GTP binding; GST-Rab7 beads, fluorescent GTP binding; actives lie on both sides; untreated = 100%, excess cold GTP = 0%;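 active means fluorescent GTP binding to Rab7 beads changed by at least 20 points from the 100% baseline, either direction, mostly lower; inconclusive means compound itself probably fluorescent, or too few beads counted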;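 further: median green fluorescence of bound Bodipy-FL-GTP per Rab7 bead population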
Mcl1 Bid PPI: Mcl-1/Bid binding inhibitors, primary screen, biochemical, TR-FRET, 1536-well. TR-FRET Mcl-1/Bid-Dy647 peptide binding. inhibition, % at 21.7 µM. hit rate 0.97% among 220,000. Induced myeloid leukemia cell differentiation protein Mcl-1 (Homo sapiens), Q07820;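 active means compounds that cut the binding signal by more than half at the single screening dose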;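 further: His-tagged Mcl-1 with europium anti-His antibody binding Bid BH3 peptide; 0% = Mcl-1 plus peptide wells and 100% = peptide-only wells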
Pf gametocyte: late stage P. falciparum gametocyte viability inhibitors, primary screen, ATP luminescence, HTS; inhibition, % at 10.9 µM; AID 743093, 2013; hit rate 0.065% among 150,000; P. falciparum stage V gametocytes, 24 h;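 active means inhibition above the mean plus 3 SD of compounds within the control limits, set per campaign, cut at about 38% in these data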;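 further: 0% = DMSO wells and 100% = medium only without gametocytes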
Numbers without * were called inactive; ? = inconclusive; / = not tested or not shown. Compounds as they come, and some 2.9% of all compounds hit somewhere here.

#1 O=c1oc2ccccc2cc1-c1cn2cccnc2n1
#2 CN(C(=O)c1coc(=O)c2ccccc12)c1ccc(Br)cc1
#3 CC(=O)c1c(N)c(C#N)c(C)n1-c1ccc(Br)cc1
#4 CC1CCCCN1C(=O)C12CCC(C)(C(=O)C1)C2(C)C (stereo unspecified)
#5 Cc1cccc(OCC(=O)N2CCN(C(=O)Cc3ccccc3)CC2)c1
#6 COc1cccc(CN(C(=O)/C=C/c2ccc(Cl)cc2)C2CCS(=O)(=O)C2)c1 (stereo unspecified)

Screen / compound no.	1	2	3	4	5	6
RGS8-Gao reg	99	101	98	104	103	101
Mcl1 Noxa PPI	7	-5	-2	22	0	37
HRas wt GTP bind	98	96	100	98	100	98
Cdc42 wt	100	97	101	99	103	99
Bim-Mcl-1	2	-1	-3	-1	0	1
Rab2 wt GTP	96	96	101	97	102	96
Rac1 act GTP bind	97	98	101	97	99	98
Rac1 wt modul	101	96	106	100	106	101
Rab7 wt modul	96	88	98	96	100	98
Mcl1 Bid PPI	3	-29	-38	13	-12	84*
Pf gametocyte	17	-4	/	13	-4	-9

#7 CC(C)C(O)P(=O)(OCc1ccccc1)c1ccc(N(C)C)cc1 (stereo unspecified)
#8 COc1ccc(CCn2nnnc2C(c2ccc(Cl)cc2)N2CCN(C)CC2)cc1OC (stereo unspecified)
#9 CCc1[nH]c(C)c(C(C)=O)c1C
#10 Cc1ccc(CC(=O)NCCS(=O)c2ccc(Cl)cc2)cc1 (stereo unspecified)
#11 O=C(O)CN1C(c2ccccc2)=Nc2ccc(Br)cc2C1c1ccccc1 (stereo unspecified)
#12 O=C(COc1ccc2ccccc2c1Br)N1CCOCC1

Screen / compound no.	7	8	9	10	11	12
RGS8-Gao reg	93	101	103	105	104	106
Mcl1 Noxa PPI	-9	7	-3	39	20	-7
HRas wt GTP bind	99	100	103	95	88	90
Cdc42 wt	96	100	101	96	85	100
Bim-Mcl-1	0	3	0	-1	-2	-1
Rab2 wt GTP	95	100	103	93	87	95
Rac1 act GTP bind	94	98	97	92	86	90
Rac1 wt modul	99	101	103	92	89	96
Rab7 wt modul	98	100	107	92	96	94
Mcl1 Bid PPI	-24	-13	-60	-3	-6	-3
Pf gametocyte	/	-1	-27	-9	1	4

#13 COc1ccc(CCNC(=O)c2ccc(CNc3c(N4CCOCC4)c(=O)c3=O)cc2)cc1OC
#14 O=C(NCc1ccc2c(c1)OCO2)c1ccc(Cl)c(S(=O)(=O)N2CCOCC2)c1
#15 Cc1cccc2cc(CNCc3ccccc3)c(Cl)nc12
#16 O=[N+]([O-])c1cc(S(=O)(=O)N2CCCCC2)ccc1NCCCN1CCOCC1
#17 CCOC(=O)CSc1nnc(NC(=O)c2cccc(S(=O)(=O)N3CCCCCC3)c2)s1
#18 CN(Cc1ccccc1)S(=O)(=O)c1ccc(NC(=S)NC(=O)C2CCCC2)cc1

Screen / compound no.	13	14	15	16	17	18
RGS8-Gao reg	99	102	101	99	103	103
Mcl1 Noxa PPI	16	22	-11	54*	-16	6
HRas wt GTP bind	104	101	97	99	101	101
Cdc42 wt	104	101	96	96	101	102
Bim-Mcl-1	0	-2	-3	0	-3	-4
Rab2 wt GTP	103	99	97	99	100	99
Rac1 act GTP bind	102	101	95	96	97	99
Rac1 wt modul	109	105	96	99	100	102
Rab7 wt modul	106	98	101	103	101	101
Mcl1 Bid PPI	-31	7	-13	-13	39	-14
Pf gametocyte	7	/	/	-1	/	/

#19 COc1ccccc1/C=N/NC(=O)CCn1cnc2ccccc21
#20 C[C@@H]1CCC[C@H](C)N1NC(=O)c1ccc(Cl)c(S(N)(=O)=O)c1
#21 O=C(Nc1nc(-c2cc3ccccc3oc2=O)cs1)c1ccco1
#22 Cc1ccc(NC(=S)N(Cc2cccc(Br)c2)CC2CCC(C(=O)O)CC2)cc1Cl (stereo unspecified)
#23 CCOc1cc(C(=O)NCC(=O)N/N=C/c2sccc2C)cc(OCC)c1OCC
#24 CCOC(=O)c1nn(-c2ccc(F)cc2)c(-c2ccccc2)c1C(=O)c1ccccc1

Screen / compound no.	19	20	21	22	23	24
RGS8-Gao reg	102	96	99	104	101	102
Mcl1 Noxa PPI	0	3	42	0	-4	-1
HRas wt GTP bind	?	101	99	98	93	98
Cdc42 wt	?	99	100	98	92	98
Bim-Mcl-1	-5	0	0	-3	1	0
Rab2 wt GTP	?	98	99	96	92	98
Rac1 act GTP bind	?	97	99	94	91	97
Rac1 wt modul	?	102	104	99	95	97
Rab7 wt modul	?	98	100	103	94	96
Mcl1 Bid PPI	-34	-11	6	-12	1	8
Pf gametocyte	/	/	/	/	-35	/

#25 Fc1ccccc1-n1c(-c2ccc3ccccc3n2)n[nH]c1=S
#26 O=C(O)CSc1c(O)c2ccccc2[nH]c1=O
#27 O=C(c1cccc(Cl)c1)N1CCC(c2nc3ccccc3[nH]2)CC1
#28 Cc1[nH]nc2cn[nH]c12
#29 CCc1nc(N2CCCC2)c(C#N)c2c1CCCC2
#30 Cc1ccccc1NS(=O)(=O)c1ccc(OCC(=O)N2CCCC2)cc1

Screen / compound no.	25	26	27	28	29	30
RGS8-Gao reg	92	98	100	104	100	100
Mcl1 Noxa PPI	32	-42	6	-13	-85	58*
HRas wt GTP bind	95	95	99	100	102	100
Cdc42 wt	97	97	98	100	104	101
Bim-Mcl-1	0	1	-3	-2	0	-2
Rab2 wt GTP	95	94	102	100	101	100
Rac1 act GTP bind	94	94	95	98	97	95
Rac1 wt modul	94	96	96	99	100	103
Rab7 wt modul	94	93	106	95	97	100
Mcl1 Bid PPI	-25	-115	-8	-17	12	4
Pf gametocyte	0	/	-26	6	/	17

#31 Cc1onc(-c2ccccc2)c1C(=O)Nc1ccc(N2CCOCC2)cc1
#32 CC1CCCC(C)N1C(=O)CSc1nnnn1Cc1ccccc1 (stereo unspecified)
#33 O=C1CCCN1CCCNc1ncnc2sccc12
#34 CN(C)S(=O)(=O)Nc1ccc(C(=O)O)cc1
#35 CN1CCN(CCCNC(=O)CCCOc2cc(=O)n(C)c3ccccc23)CC1
#36 CC(NC(=O)C(C)(C)C)c1nc2ccccc2n1C (stereo unspecified)

Screen / compound no.	31	32	33	34	35	36
RGS8-Gao reg	98	98	102	106	106	92
Mcl1 Noxa PPI	9	-4	-6	15	7	10
HRas wt GTP bind	100	98	97	101	101	104
Cdc42 wt	100	100	99	102	104	109
Bim-Mcl-1	-2	0	-2	-3	-2	-2
Rab2 wt GTP	101	97	96	102	98	105
Rac1 act GTP bind	98	97	95	99	101	102
Rac1 wt modul	101	102	96	105	105	108
Rab7 wt modul	103	98	96	101	103	103
Mcl1 Bid PPI	-30	-5	-20	-29	-10	-19
Pf gametocyte	/	/	-2	9	6	18

#37 COc1cc(/C=N/N=C(/N)c2nonc2N)cc(Br)c1OCc1ccccc1C
#38 C=CCSc1nnc2c(n1)OC(c1cccnc1)Nc1ccccc1-2 (stereo unspecified)
#39 C/C(=C\C(=S)Nc1ccccc1)Nc1ccccc1
#40 O=C(NCCCn1ccnc1)c1ccc(Br)c(S(=O)(=O)N2CCOCC2)c1
#41 CCCCCCCN1N=C(C)C(C(=O)c2ccccc2)C1=O (stereo unspecified)
#42 COc1cccc(C(=O)Nc2cccc(OCC(=O)c3ccccc3)c2)c1
#43 CCCCOCCCn1cnc2c([nH]c3cc(OC)ccc32)c1=O
#44 COc1ccccc1Nc1nnc(SCC(=O)Nc2nc(-c3ccc(F)cc3)cs2)s1
#45 Nc1cccc(C(=O)OCC(=O)Nc2cccc3c2C(=O)c2ccccc2C3=O)c1

Screen / compound no.	37	38	39	40	41	42	43	44	45
RGS8-Gao reg	99	93	102	101	101	103	115	99	97
Mcl1 Noxa PPI	7	7	17	11	40	7	22	19	64*
HRas wt GTP bind	102	101	102	105	99	97	96	97	95
Cdc42 wt	103	103	102	106	99	99	97	97	96
Bim-Mcl-1	1	2	-3	-2	-1	-2	0	-1	-2
Rab2 wt GTP	102	99	100	103	98	98	95	100	92
Rac1 act GTP bind	102	100	102	101	96	98	96	95	94
Rac1 wt modul	103	106	105	104	101	103	97	98	98
Rab7 wt modul	103	100	100	99	99	106	95	106	100
Mcl1 Bid PPI	18	-15	-86	-21	33	-22	-3	-65	77*
Pf gametocyte	-18	/	7	-5	/	/	-23	4	-3

Reformatted with values under each structure: entries from further up.
Second line of a record – RGS8-Gao reg	Mcl1 Noxa PPI	HRas wt GTP bind	Cdc42 wt	Bim-Mcl-1	Rab2 wt GTP	Rac1 act GTP bind	Rac1 wt modul	Rab7 wt modul	Mcl1 Bid PPI	Pf gametocyte
(38) C=CCSc1nnc2c(n1)OC(c1cccnc1)Nc1ccccc1-2 (stereo unspecified)
→ 93	7	101	103	2	99	100	106	100	-15	/
(39) C/C(=C\C(=S)Nc1ccccc1)Nc1ccccc1
→ 102	17	102	102	-3	100	102	105	100	-86	7
(40) O=C(NCCCn1ccnc1)c1ccc(Br)c(S(=O)(=O)N2CCOCC2)c1
→ 101	11	105	106	-2	103	101	104	99	-21	-5
(41) CCCCCCCN1N=C(C)C(C(=O)c2ccccc2)C1=O (stereo unspecified)
→ 101	40	99	99	-1	98	96	101	99	33	/
(42) COc1cccc(C(=O)Nc2cccc(OCC(=O)c3ccccc3)c2)c1
→ 103	7	97	99	-2	98	98	103	106	-22	/
(43) CCCCOCCCn1cnc2c([nH]c3cc(OC)ccc32)c1=O
→ 115	22	96	97	0	95	96	97	95	-3	-23
(44) COc1ccccc1Nc1nnc(SCC(=O)Nc2nc(-c3ccc(F)cc3)cs2)s1
→ 99	19	97	97	-1	100	95	98	106	-65	4
(45) Nc1cccc(C(=O)OCC(=O)Nc2cccc3c2C(=O)c2ccccc2C3=O)c1
→ 97	64*	95	96	-2	92	94	98	100	77*	-3
